Screening data deposited in PubChem by National Center for Advancing Translational Sciences (NCATS).
CRE Fsk mod: Cell signaling CRE-BLA (Fsk stim); CHO CRE-bla reporter (cAMP response element driving beta-lactamase), forskolin EC10, beta-lactamase ratio; Potency, µM (series often up to 38.2 µM), for inactives: at the top dose activity change, negative = inhibition, usual class: activators; actives 2.5% (n = 71,000); AID 662, 2007; active means well fitted activation curve with a large enough effect in the signal ratio, with a control signal flat, not every such curve was filed as active; inconclusive means small, poorly fitted or top-dose-only effect, or effect the other way, or a change in a side signal; the % refers to the signal ratio; further: potency means the concentration at half of the fitted maximal effect; % of control where 0% means no effect
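Cells were plated overnight at 37 °C, exposed to compound titrations plus EC10 NKH 477 for 3 h, then given CCF4 dye for 2 h at room temperature. Blue/green (460/530 nm) ratio was converted to %Activity and AC50 values calculated.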
Hsp90 Hop PPI: qHTS Assay for Disrupters of an Hsp90 Co-Chaperone Interaction; AlphaScreen TPR2A-His6 binding biotin-Hsp90 C-terminal peptide; Potency, µM (highest dose often 57 µM), for inactives: at the highest dose activity change, negative = inhibition; actives 0.44% (n = 71,000); AID 595, 2007; active means well fitted curve in either direction with a large enough effect; inconclusive means small, poorly fitted or top-dose-only effect, or another doubt; further: potency means the concentration at half of the fitted maximal effect; on the % scale 0 is the no-effect control and ±100 the full control effect; many of its hits are not listed in these tables
USP2a inh: qHTS Assay for Inhibitors of Ubiquitin-specific Protease USP2a; Potency, µM (doses to about 38.3 µM), for the others: top-dose activity change, negative = inhibition, hits mostly inhibitors; Ubiquitin carboxyl-terminal hydrolase 2 (Homo sapiens), O75604; AID 927, 2007; actives 0.1% (n = 60,000); USP2a enzymatic assay, qHTS inhibition;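 further: potency means the concentration at half of the fitted maximal effect; nearly all actives have a fitted effect of over 60% in size; plate controls were DMSO for no effect and NEM full inhibition control for full effect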
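20 nM USP2 core + cpd, 30 min RT; add 20 nM Ub-PLA2/20 uM NBD C6-HPC; read Ex460/Em535 at 0 h and 2.5 h. Normalized to NEM; qHTS curve fit/classification.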
Ub-GFP proteasome: Ubiquitin-GFP Assay. Ubiquitin-GFP reporter cells, proteasome inhibition, GFP fluorescence; response scale: untreated = 0%, 10 µM MG-132 = 100%. 67,000 tested, under 10 active. Potency, µM (highest dose often 45.9 µM), without a hit: at the highest dose activation (GFP accumulation), hits mostly activators. AID 526, 2006; active means well fitted activation curve with a large enough effect, not every such curve was filed as active; inconclusive means small, poorly fitted or top-dose-only effect, or another doubt; inactive means no such curve, though single readings can be large or run the other way; further: potency means the concentration at half of the fitted maximal effect
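GFP accumulation read-out: laser plate cytometry counting ubiquitin(G76V)-GFP-expressing U2OS cells after 4 hr compound exposure at 37 °C. Titrations spanned 46 uM to 2.9 nM; 0% = basal, 100% = 10 uM MG-132; concentration-response curves fitted.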
Pol III holo inh: qHTS Assay for Inhibitors of DNA Polymerase III Holoenzyme System; reconstituted DNA polymerase III holoenzyme replication, biochemical; actives 0.25% (n = 71,000); AID 603, 2007; Potency, µM (highest dose often 57.1 µM), for inactives: at the top dose activity change, negative = inhibition; further: potency means the concentration at half of the fitted maximal effect; on the % scale 0 is the no-effect control and ±100 the full control effect
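Reconstituted *E. coli* holoenzyme (0.35 nM Pol III, 1 nM beta, 154 nM SSB, 2 nM primase) was preincubated with compound for 15 min at RT. Synthesis on 1.4 nM ssM13Gori ran 35 min, then was stopped with PicoGreen/EDTA and read as dsDNA fluorescence.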
15-hLO inh: qHTS Assay for Inhibitors of 15-hLO (15-human lipoxygenase); Polyunsaturated fatty acid lipoxygenase ALOX15 (Homo sapiens), P16050; purified 15hLO-1, xylenol orange hydroperoxide absorbance; Potency, µM (doses to about 57.1 µM), inactives show at the top dose activity change, negative = inhibition, actives largely listed as inhibitors; actives 1.4% (n = 74,000); AID 887, 2007; further: potency means the concentration at half of the fitted maximal effect; on the % scale 0 is the no-effect control and ±100 the full control effect; nearly all actives have a fitted effect of over 55% in size
Target sequence (P16050 whole entry, looked up): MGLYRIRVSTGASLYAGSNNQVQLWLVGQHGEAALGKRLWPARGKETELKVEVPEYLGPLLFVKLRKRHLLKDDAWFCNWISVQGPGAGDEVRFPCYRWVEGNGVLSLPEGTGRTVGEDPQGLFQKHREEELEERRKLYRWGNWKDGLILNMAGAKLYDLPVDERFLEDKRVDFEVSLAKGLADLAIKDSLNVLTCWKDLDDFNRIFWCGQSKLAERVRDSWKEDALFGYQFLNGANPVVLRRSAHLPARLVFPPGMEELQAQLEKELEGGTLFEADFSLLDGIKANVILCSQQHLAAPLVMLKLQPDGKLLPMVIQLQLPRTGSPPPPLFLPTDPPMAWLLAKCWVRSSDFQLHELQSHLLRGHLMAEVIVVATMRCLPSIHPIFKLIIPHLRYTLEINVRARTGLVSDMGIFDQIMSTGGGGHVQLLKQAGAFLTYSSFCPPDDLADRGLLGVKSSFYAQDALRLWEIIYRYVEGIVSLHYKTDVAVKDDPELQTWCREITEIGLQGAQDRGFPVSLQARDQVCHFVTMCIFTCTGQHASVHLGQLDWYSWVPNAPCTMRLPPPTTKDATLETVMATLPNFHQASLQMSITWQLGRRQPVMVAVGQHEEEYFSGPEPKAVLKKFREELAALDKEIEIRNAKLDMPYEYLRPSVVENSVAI
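Purified human 15hLO-1 (40 nM) in 25 mM Hepes pH 7.5, 0.01% Triton X-100, preincubated 15 min RT with compound, then 50 uM arachidonic acid for 6 min. Hydroperoxide read by ferrous/xylenol orange, 30 min; 573/405 nm absorbance ratio gave progress.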
BRCT inh red: qHTS Assay for Inhibitors of BRCT-Phosphoprotein Interaction (Red Fluorophore). Breast cancer type 1 susceptibility protein (Homo sapiens), P38398. BRCT-phosphopeptide binding, red fluorescence polarization. Potency, µM (series often up to 76.9 µM), for inactives: at the top dose activity change, negative = inhibition, most hits filed as inhibitors. actives 0.03% (n = 75,000); further: on the % scale 0 is the no-effect control and ±100 the full control effect
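Rhodamine-labelled pBACH1 10-mer (100 nM) bound to BRCT domain (100 nM) at pH 7.3; compounds incubated 12 min room temperature, polarization read. Free peptide defines full inhibition; unlabelled decapeptide titrated as control.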
HADH2 inhib: qHTS Assay for Inhibitors of HADH2 (Hydroxyacyl-Coenzyme A Dehydrogenase, Type II). 3-hydroxyacyl-CoA dehydrogenase type-2 (Homo sapiens), Q99714. recombinant HADH2, NADH fluorescence, beta-hydroxybutyryl-CoA. Potency, µM (series often up to 57.1 µM), without a hit: at the highest dose activity change, negative = inhibition, actives largely listed as inhibitors. actives 3.4% (n = 73,000). AID 886, 2007; further: potency means the concentration at half of the fitted maximal effect; on the % scale 0 is the no-effect control and ±100 the full control effect; nearly all actives have a fitted effect of over 60% in size; many of its hits are not listed in these tables
Target sequence (Q99714 whole entry, looked up, one chain of several): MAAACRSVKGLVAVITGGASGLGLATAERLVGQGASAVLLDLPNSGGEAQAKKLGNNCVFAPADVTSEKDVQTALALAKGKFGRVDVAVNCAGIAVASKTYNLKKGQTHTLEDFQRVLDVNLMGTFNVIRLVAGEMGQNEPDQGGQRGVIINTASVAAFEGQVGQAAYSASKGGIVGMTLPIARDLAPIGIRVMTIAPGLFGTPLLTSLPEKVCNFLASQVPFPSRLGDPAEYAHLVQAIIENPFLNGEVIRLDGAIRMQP
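NADH fluorescence (ex 360/em 450 nm) read every 30 s for 4 min; activity taken as last-minus-first time point difference. Enzyme 20 nM, NAD+ 1 mM, beta-hydroxybutyryl-CoA 90 uM, pH 9.0 Tris buffer.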
BRCT PPI green: qHTS Assay for Inhibitors of BRCT-Phosphoprotein Interaction (Green Fluorophore); actives 0.05% (n = 75,000); Potency, µM (titrated, usually from 76.9 µM), without a hit: top-dose activity change, negative = inhibition, hits mostly inhibitors; BRCA1 BRCT-phosphopeptide binding, green fluorescence polarization; AID 875, 2007;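 further: potency means the concentration at half of the fitted maximal effect; plate controls were peptide without protein for full effect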
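Fluorescence polarization: His-tagged BRCT (~35 kDa BRCA1 C-terminus, 250 nM) bound to 100 nM fluorescein-labeled phosphorylated 10-aa BACH1 peptide, pH 7.3 phosphate buffer with DTT and Tween 20. Compounds incubated 12 min at room temperature; inhibition read as lowered polarization.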
GFP derepression: qHTS Assay for Epigenetic Modulators | mouse C127i GFP locus derepression, cytometry, 30 h | Potency, µM (series often up to 46.1 µM), without a hit: at the highest dose GFP derepression (activation) | actives 0.09% (n = 68,000) | AID 597, 2007; further: % of control where 0% means no effect
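Derepression screen: silenced CMV-GFP reporter in murine C127i cells, 30 h compound incubation at 37 C, washed cells imaged by laser-scanning cytometer to enumerate GFP-expressing objects of 20 to 120 um.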
HBB splicing: qHTS Assay for Modulators of Hemoglobin Beta Chain Splicing; HBB splicing reporter cell assay, activation; EGFP reporter with mutant IVS2-654 intron; response scale: normalised to 500 nM splice-correcting PNA; Potency, µM (highest dose often 46.1 µM), for inactives: at the top dose activation, usual class: activators; actives 0.06% (n = 65,000); AID 925, 2007; further: potency means the concentration at half of the fitted maximal effect; 0% is about no effect
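Compounds were applied for 2 days to HeLa EGFP-654 cells, 500/well in Optimem with 2% FCS. The reporter's EGFP is disrupted by mis-splicing of beta-globin intron IVS2-654. Readout: summed well GFP fluorescence from 488 nm laser scanning; reference was 500 nM antisense […] 654 PNA.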
An asterisk follows results filed as active; ? = inconclusive; nt = not tested or not shown; & = joins results of further samples; [ ] = another dose, or the depositor's remark. Unless noted, the call rests on the fitted dose curve; in most records, active means well fitted curve in the direction sought with a large enough effect; inconclusive means small, poorly fitted or top-dose-only effect, or another doubt; inactive means no such curve, though single readings can be large; an effect the other way counts as inactive or inconclusive. Not all compounds are listed, so the mix of outcomes need not match the whole.

smiles	USP2a inh	Hsp90 Hop PPI	HBB splicing	BRCT PPI green	Ub-GFP proteasome	Pol III holo inh	CRE Fsk mod	15-hLO inh	GFP derepression	BRCT inh red	HADH2 inhib
CCOC(=O)c1csc(NC(=O)c2ccc(S(=O)(=O)N(CC)CC)cc2)n1	10%&12%	-1%&-8%	0.1%&-4.7%	-1.7%&-0.5%	-4%&11%	-2%&0%	1%&-9%	4%&1%	0%&3%	0.8%&-0.4%	7%&29%
Cn1cc(CC(=O)Nc2cccc(C#N)c2)c2ccccc21	5%	-6%	0.6%	1.6%	-3%	4%	7%	2%	0%	-1.5%	-4%
O=C(CSc1ncn(-c2ccccc2)n1)Nc1nc2ccccc2s1	34%[activator]	-4%	4.2%	1.1%	-1%	2%	?	?	3%	1.6%	?
COc1cc2cc3c4c(cc(OC)c(OC)c4c2cc1OC)CCN3C	nt	?	nt	-2.2%	6%	-18%	0.79µM*	-12%[25.6 µM]	2%[9.22 µM]	-0.3%	32µM*
c1ccc(-c2nc3cc(Cc4ccc5oc(-c6ccccn6)nc5c4)ccc3o2)nc1	4%	1%	0.9%	-3.0%	0%	0%	?	21%	0%	-3.5%	7%
CCCC(=O)N1CCN(S(=O)(=O)c2cc(Cl)ccc2OC)CC1	5%	3%	-0.2%	-1.1%	6%	2%	-14%	3%	-2%	-0.8%	-4%
CCC(C)(C)NC(=O)C(c1cccnc1)N(CCOC)C(=O)Cn1nnc2ccccc21 (configuration not stated)	1%	-1%	-1.8%	-2.6%	3%	-5%	3%	9%	3%	0.5%	9%
CC(=O)c1c(C)oc(C)c1CSCc1ccc(C(=O)O)o1	7%	-3%	0.4%	0.6%	-6%	-7%	-6%	-5%	14%	-1.0%	?
COC(=O)c1ccc(Oc2nc(NC(C)C)nc(SC)n2)cc1	12%	4%	-0.9%	-1.4%	-1%	-1%	?	-10%	-1%	0.6%	67%[activator]
COc1ccc(S(=O)(=O)Cc2ccc(C(=O)N3CCN(c4ncccn4)CC3)o2)cc1	nt	0%	-0.5%	-0.9%	17%	1%	?	-8%	0%	-1.3%	-6%
COc1cc(OC)nc(NC(=O)C(C)C)n1	nt	-1%	0.2%	-3.9%	-19%	-9%	-7%	1%	0%	0.2%	-1%
Cc1ccc(NC(=O)c2cnn(-c3ccccc3)c2NC(=O)c2ccco2)cc1C	9%	1%	nt	-1.0%	-1%	-2%	-6%	-16%	-2%	-1.3%	3%
COc1ncc2nc(-c3cc(F)cc(F)c3)c(=O)n(C)c2n1	32%	-3%	0.5%	-1.8%	-1%	-7%	-1%	-5%	5%[9.22 µM]	0.6%	0%
Cc1cc(C)cc(N(CC(=O)NCc2ccco2)S(=O)(=O)c2c(C)noc2C)c1	nt	-6%	-0.8%	1.3%	0%	-2%	-13%	4%	-5%	0.6%	-2%
CC(C)(C)c1ccc(S(=O)(=O)/C=C\C#N)cc1	1%	4%&1%	0.4%	-0.8%	-7%&-7%	-8%&-2%	?	-8%	0%&-1%	-2.9%	-12%&19%
O=C(CC1CCCC1)Nc1nnc(C2CC2)s1	8%	-2%	-0.4%[57.5 µM]	0.5%	2%	-3%	-3%	-2%	-2%	-1.3%	9%
O=C(CSc1ncnc2c1cnn2-c1ccccc1Cl)N1CCN(C(=O)c2ccco2)CC1	22%	-3%	-0.4%[57.5 µM]	-0.3%	2%	2%	-17%	?	1%	-1.1%	-6%
Clc1ccc(-c2nnc3sc(-c4ccccn4)nn23)cc1	-4%	-4%	3.5%[0.369 µM]	-1.9%	4%	0%	0%	2%	11%	-1.2%	-6%
O=C(c1ccccc1)N1CCCCC(Sc2nnnn2-c2ccccc2)C1=O (configuration not stated)	11%	4%	-0.4%[57.5 µM]	2.2%	5%	0%	-5%	-2%	0%	-0.8%	-5%
Cc1cc(=O)n2[nH]c(C)c(-c3ccc(Cl)cc3)c2n1	-7%	22%	-1.1%[9.22 µM]	-2.5%	-3%	20µM*	-4%	18%	0%	-1.4%	?
Cc1ccc(NC(=O)N2CCCC2C(=O)NCCC2=CCCCC2)cc1 (configuration not stated)	-1%	0%	-0.1%[57.5 µM]	-2.0%	0%	2%	?	-12%	-1%	-1.7%	6%
CCOC(=O)c1sc(NC(NC(=O)c2ccco2)(C(=O)OC)C(F)(F)F)nc1C (configuration not stated)	7%	-7%	-0.3%	-2.7%	13%	5%	?	13%	6%	-0.6%	4%
Cc1cc(NC(=O)CCC(=O)N(c2cccnc2)C(C(=O)NC2CCCC2)c2ccccc2)no1 (configuration not stated)	nt	-1%	-0.2%[57.5 µM]	-4.1%	1%	-6%	0%	9%	9%	-0.1%	4%
COc1ccc(C2C=C(C)Nc3nc(SC)nn32)cc1 (configuration not stated)	1%	1%	-2.2%	-1.5%	16%	-2%	?	-6%	1%	-0.2%	25µM*
CC1Cc2nc(SCC(N)=O)n(Cc3ccccc3)c(=O)c2S1 (configuration not stated)	nt	0%	-1.9%	3.5%	4%	5%	4%	5%	nt	1.6%	11%
N#Cc1nc(Cc2cccc3ccccc23)oc1NCc1ccco1	45%[activator]	-20%	1.3%[57.5 µM]	3.7%	3%	-2%	?	?	2%	0.5%	?
COc1ccccc1OCC(=O)N1CCNC1=O	nt	-2%	1.2%	0.2%	-2%	3%	-2%	8%	-4%	0.9%	8%
O=C(NCc1ccco1)c1cc(-c2ccccc2)c(N2CCOCC2)s1	29%	-6%	-0.9%	2.2%	5%	-3%	?	?	-3%	-0.2%	-13%
Cc1cc(=O)[nH]c(-n2nc(C)cc2C)n1	12%	-17%	5.7%[1.84 µM]	-2.7%	-3%	-3%	?	38%[activator]	2%	-1.3%	7%
c1cncc(-c2nnc3n2CCC3)c1	-1%	-1%	-0.9%	-2.1%	3%	-3%	?	12%	0%	0.0%	-7%
CCC(C)OC(=O)c1[nH]c2c(c1C)C(=O)CC(c1ccc(N(C)C)cc1)C2 (configuration not stated)	nt	-8%	-1.0%	-0.7%	2%	-7%	?	-7%	-2%	-1.7%	15%
Cc1cc(N2CCN(c3ccccc3F)CC2)nc2cc(O)ccc12	-4%	-7%	-0.6%	-0.2%	0%	-3%	16%	4%	6%	1.2%	0%
Cc1cccc(Cn2c(=O)c3c(nc4n3CCN4Cc3ccco3)n(C)c2=O)c1	13%	-11%	3.9%[0.369 µM]	0.1%	-4%	-8%	?	-1%	2%	-0.2%	-1%
